# G9a inh – inhibitors of human histone lysine methyltransferase G9a; G9a H3K9 monomethylation, AlphaScreen, 2 h; Q96KQ7; Potency, µM (top dose mostly 102 µM), without a hit: at the top dose activity, negative = inhibition, actives largely listed as inhibitors; 350,000 compounds, 8.8% hits; AID 504332; also: potency is read from the fitted curve at half-maximal effect; % is scaled to controls: 0 for no effect and ±100 for the full control effect; nearly all actives have a fitted effect of over 75% in size
#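 Chemiluminescent proximity detection of H3K9 monomethylation, read after 10 min bead incubation in the dark. Reaction: 20 nM G9a, 500 nM biotin-H3K9 peptide, 20 uM SAM cofactor, 2 h, room temperature, following 15 min enzyme-compound preincubation.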
# JMJD2A Tudor – inhibitors of human JMJD2A Tudor domain; O75164; AlphaScreen JMJD2A-Tudor / H3K4me3 peptide binding; Potency, µM (doses to about 114 µM), inactives show top-dose activity change, negative = inhibition, most hits filed as inhibitors; 390,000 compounds, 4.4% hits; also: potency is read from the fitted curve at half-maximal effect; % is scaled to controls: 0 for no effect and ±100 for the full control effect; nearly all actives have a fitted effect of over 50% in size
# Target sequence (O75164 whole entry, looked up, the tested form may be a part): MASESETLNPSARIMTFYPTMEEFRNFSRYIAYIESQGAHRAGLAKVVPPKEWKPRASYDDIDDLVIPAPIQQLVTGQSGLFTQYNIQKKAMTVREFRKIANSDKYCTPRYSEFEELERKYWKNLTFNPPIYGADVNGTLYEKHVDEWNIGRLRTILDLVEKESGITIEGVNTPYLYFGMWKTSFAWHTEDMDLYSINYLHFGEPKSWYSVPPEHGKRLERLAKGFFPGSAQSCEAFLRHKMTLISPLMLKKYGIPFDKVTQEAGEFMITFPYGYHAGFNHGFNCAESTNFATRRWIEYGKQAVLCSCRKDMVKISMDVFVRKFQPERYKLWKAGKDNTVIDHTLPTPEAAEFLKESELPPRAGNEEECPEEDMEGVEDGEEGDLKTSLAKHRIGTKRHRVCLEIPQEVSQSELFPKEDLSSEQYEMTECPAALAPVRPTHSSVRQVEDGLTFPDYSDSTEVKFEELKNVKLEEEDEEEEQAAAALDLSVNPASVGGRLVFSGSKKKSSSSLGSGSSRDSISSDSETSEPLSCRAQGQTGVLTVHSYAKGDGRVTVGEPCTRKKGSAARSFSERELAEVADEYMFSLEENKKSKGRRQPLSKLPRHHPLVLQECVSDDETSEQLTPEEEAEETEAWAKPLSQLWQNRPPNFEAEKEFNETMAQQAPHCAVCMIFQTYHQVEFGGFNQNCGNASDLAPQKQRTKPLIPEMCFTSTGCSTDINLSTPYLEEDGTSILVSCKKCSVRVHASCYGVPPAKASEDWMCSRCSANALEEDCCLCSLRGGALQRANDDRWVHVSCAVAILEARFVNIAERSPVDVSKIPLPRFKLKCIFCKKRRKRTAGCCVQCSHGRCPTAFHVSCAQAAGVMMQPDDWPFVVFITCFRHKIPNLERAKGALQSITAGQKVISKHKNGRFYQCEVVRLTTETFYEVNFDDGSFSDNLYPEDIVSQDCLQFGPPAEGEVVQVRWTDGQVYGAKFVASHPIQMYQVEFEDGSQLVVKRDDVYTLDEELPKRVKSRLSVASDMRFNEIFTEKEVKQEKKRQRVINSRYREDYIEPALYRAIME
# GLS inhibitor – glutaminase GLS (human) inhibition | 410,000 compounds, 0.21% hits | O94925 | GLS enzymatic activity, qHTS titration | Potency, µM (series often up to 45.5 µM), without a hit: at the highest dose activity change, negative = inhibition, hits mostly inhibitors; also: potency is read from the fitted curve at half-maximal effect; % is scaled to controls: 0 for no effect and ±100 for the full control effect
#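 Enzyme dispensed in phosphate buffer (45 mM, pH 8.2, 0.02% Tween-20), compounds pinned in, then 1 mM L-glutamine solution and the glutamate oxidase–HRP–Amplex Red mix added; fluorescence read immediately and again after 30 min at room temperature.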
# BAZ2B block – inhibitors of human BAZ2B bromodomain. Q9UIF8. Potency, µM (titrated, usually from 114 µM), for inactives: at the top dose activity change, negative = inhibition, actives largely listed as inhibitors. 360,000 compounds, 4.4% hits. AlphaScreen BAZ2B-H3K14Ac peptide displacement; also: potency is read from the fitted curve at half-maximal effect; % is scaled to controls: 0 for no effect and ±100 for the full control effect; nearly all actives have a fitted effect of over 60% in size
#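 AlphaScreen displacement of biotin-H3(5-23)K14Ac peptide (50 nM final) from BAZ2B (50 nM final) in PBS pH 7.4, 0.01% Tween-20; complex preformed 30 min RT, then compounds (top 110 uM) 30 min RT, beads 20 min dark.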
# Tb PGK inh – blocks T. brucei phosphoglycerate kinase; Potency, µM (doses to about 57.5 µM), without a hit: at the top dose activity change, negative = inhibition, hits mostly inhibitors; PGK/GAPDH coupled, Kinase-Glo luminescence, 60 min; 380,000 compounds, 0.043% hits; P07378; also: potency is read from the fitted curve at half-maximal effect; % is scaled to controls: 0 for no effect and ±100 for the full control effect; nearly all actives have a fitted effect of over 60% in size
#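 Recombinant glycosomal PGK reaction used 1,3-bisphosphoglycerate generated in-well by GAPDH (100nM final) in 100mM TEA pH 7.6, 5mM MgCl2, 0.01% Tween-20. After 60 minutes at room temperature, ATP was read by Kinase-Glo Plus luminescence end-point.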
# Pol eta inh – DNA polymerase eta (human) inhibition | 390,000 compounds, 1.2% hits | Potency, µM (series often up to 114 µM), for the others: at the top dose activity change, negative = inhibition, most hits filed as inhibitors | recombinant Pol eta, fluorescent DNA replication assay | AID 588591; also: potency is read from the fitted curve at half-maximal effect; % is scaled to controls: 0 for no effect and ±100 for the full control effect
#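 Pol eta at 10 nM preincubated with compounds 15 min at room temperature; reaction started with fluorescent substrate (50 nM final) and read kinetically at 0 and 10 min.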
# Pin1 inhibitor – blocks the human prolyl isomerase Pin1. Pin1 FP peptide displacement, HiFluor488, 10 min. Potency, µM (titrated, usually from 115 µM), without a hit: at the highest dose activity, negative = inhibition, actives largely listed as inhibitors. 390,000 compounds, 0.009% hits. AID 504891; active = well fitted inhibition curve with a large enough effect in the polarisation, with a control signal flat, not every such curve was filed as active; inconclusive = small, poorly fitted or top-dose-only effect, or effect the other way, or a change in a side signal; inactive = no such curve, though single readings can be large or run the other way; the % refers to the polarisation; also: potency is read from the fitted curve at half-maximal effect; % is scaled to controls: 0 for no effect and ±100 for the full control effect
# HP1b chromo inh – inhibitors of HP1-beta chromodomain binding to methylated histone tails | AlphaScreen HP1-beta / biotin-H3K9me3 peptide binding | Potency, µM (titrated, usually from 114 µM), without a hit: top-dose activity change, negative = inhibition, hits mostly inhibitors | 390,000 compounds, 0.56% hits | AID 540317; also: potency is read from the fitted curve at half-maximal effect; nearly all actives have a fitted effect of over 70% in size; inactives centre near 23
#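 Compound inhibition of the preformed complex between 50 nM HP1-beta and 50 nM biotinylated H3K9me3 peptide was read by AlphaScreen. Buffer was PBS pH 7.4 with 0.01% Tween-20. Incubations ran 30 min at room temperature, with 10 ug/mL donor/acceptor beads.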
# PI4K2A inh – blocks human PI4K2A kinase activity. Q9BTU6. purified PI4K2A, ADP-Glo luminescence, 1 h; hits give low values. activity change, negative = inhibition, % at 76.9 µM. 420,000 compounds, 0.13% hits. AID 1346378; in the data active = activity change below about -50%; inconclusive = mostly about -30% to -49%;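 also: -100% = wells without enzyme as full effect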
#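 Compounds are screened against recombinant PI4K2A using PI as substrate and ATP, the latter dispensed at 300 microM. Reactions run one hour at ambient temperature before ADP-Glo detection; full inhibition defined by wells lacking enzyme.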
# * marks the source's active call; other numbers are inactive results; i = inactive; ? = inconclusive; . = no result given; [ ] = dose if it differs, or a comment. Unless noted, calls follow the shape of the dose curve; as a rule, active = well fitted curve in the direction sought with a large enough effect; inconclusive = small, poorly fitted or top-dose-only effect, or another doubt; inactive = no such curve, though single readings can be large; an effect the other way counts as inactive or inconclusive. Not all compounds are listed; the hit share may differ from the screen's.
compound | G9a inh | JMJD2A Tudor | GLS inhibitor | BAZ2B block | Tb PGK inh | Pol eta inh | Pin1 inhibitor | HP1b chromo inh | PI4K2A inh
CCC(=O)Nc1ccc(C(=O)N/N=C/c2ccccc2[N+](=O)[O-])cc1 | . | -20% | 1% | -6% | -5% | 6% | 1% | -8% | 8
CCc1nnc(NC(=O)C2CCCN(S(=O)(=O)c3ccccc3)C2)s1 (stereo not given) | -10%[59 µM] | -10% | -2% | 4% | -6% | 0% | -3% | 17% | -1
COc1ccc2nc(N3CCN(C(=O)c4ccc([N+](=O)[O-])o4)CC3)sc2c1 | -39% | -23% | -1% | -3% | -13% | -2% | 0% | 27% | -1
CCOc1ccc(NC(=O)Cn2nc(CC)n3c(cc4sccc43)c2=O)cc1 | -20%[59 µM] | -4% | -2% | -5% | i | 8% | 5% | 24% | 0
COc1cc(OC)c2c(C)c(CC(=O)NCc3ccccc3OC)c(=O)oc2c1 | 6%[59 µM] | 1% | -14% | 5% | ? | 28µM* | 2% | 44%[activator] | 5
CCN1CCN(C(=O)C2CCN(c3nnc(-n4c(C)ccc4C)s3)CC2)CC1 | ? | -23% | 6% | 0% | -7% | -22% | 2% | 30% | 0
C=CCN1C(=O)C2(NNc3ccccc3O2)c2ccccc21 (stereo not given) | 16µM* | ? | 24% | ? | -2% | -8% | ? | -7% | 4
C[C@@H]1CN([C@@H](C)CO)S(=O)(=O)c2ccc(Br)cc2O[C@@H]1CN(C)C(=O)C1CC1 | . | . | 1% | . | -2% | -6% | . | . | 0
O=C(Cc1c(F)cccc1Cl)NCC(=O)OCc1ccccc1 | -4% | 1% | -11% | 1% | i | -27% | -1% | 21% | 2
CCn1nnnc1SCC(=O)Nc1nc(-c2cccs2)cs1 | -10%[59 µM] | -5% | 9% | -25% | -2% | 8% | 0% | 23% | 0
CCOc1ccc(NS(=O)(=O)c2ccc(C(=O)NCC(C)(C)N3CCOCC3)cc2)cc1 | 6% | -11% | 3% | 9% | -8% | -8% | 1% | 17% | 2
O=C(NCc1ccccc1)C(c1c(F)cccc1Cl)N(C(=O)c1csnn1)C1CC1 (stereo not given) | 3% | -11% | -7% | -2% | -7% | -5% | 4% | -2% | -3
CC(=O)Nc1cccc(/C(C)=N/NC(=O)c2cc(-c3ccncc3)nc3ccccc23)c1 | 4% | -8% | ? | -3% | -4% | 7% | -2% | 26% | -4
CCOc1ccc(CC(=O)N/N=C/c2sccc2C)cc1 | 34% | -12% | 1% | -19% | 0% | -7% | -6% | 45%[activator] | -1
CCCCC(CC)COP(=O)(OCC(CC)CCCC)OCC(CC)CCCC (stereo not given) | 6%[0.501 µM] | 14% | 3% | 14% | -9% | -18% | -4% | 33% | -3
O=C1SCCN1N=Cc1ccc([N+](=O)[O-])o1 | . | -1% | -8% | . | -6% | -11% | -9% | 18%[57 µM] | 1
COc1ccc(C(F)(F)F)cc1N/C=C\c1nnnn1-c1ccc(C)cc1 | 11%[59 µM] | -1% | -15% | 7% | 0% | -7% | 11% | 44%[activator] | 1
COc1ccc(O)c(CN2CCCC(N3CCN(c4ccc(F)cc4)CC3)C2)c1 (stereo not given) | ? | -32% | 42%[activator] | ? | -1% | -5% | 0% | -4% | -3
COc1ccc(S(=O)(=O)N2CCOCC2)cc1NC(=O)CN1C(=O)NC2(CCC(C)CC2)C1=O (stereo not given) | . | . | -1% | . | -4% | -1% | . | . | -2
O=S(=O)(c1ccc(Br)cc1)N1CCCN(Cc2ccccc2F)CC1 | -8% | 12% | 7% | 0% | 3% | -8% | -4% | 37% | -2

# (list continues)
compound | G9a inh | JMJD2A Tudor | GLS inhibitor | BAZ2B block | Tb PGK inh | Pol eta inh | Pin1 inhibitor | HP1b chromo inh | PI4K2A inh
CCNS(=O)(=O)c1ccc(C)c(-n2cnnn2)c1C | 19%[59 µM] | -13% | 8% | 46%[activator] | 0% | 7% | 1% | 46%[activator] | -10
O=C(CNC(=S)N(Cc1ccccc1)Cc1ccccc1F)NCc1ccc(Cl)cc1 | -5%[12.7 µM] | -11% | 3% | -16% | -1% | -26% | 5% | 40%[activator] | 4
Clc1ccccc1-c1csc(Nc2cccnc2)n1 | . | -19% | 3% | -4% | -2% | 3% | 4% | 29% | -3
Cc1ccc(CNC(=O)c2cc(S(=O)(=O)N3CCCCC3)ccc2N2CCOCC2)cc1 | 19%[12.7 µM] | -17% | 6% | -21% | -1% | -7% | 3% | 10% | 6
CCCCCCSc1nsc(NC(=O)CCC)n1 | 21% | 4% | -7% | -12% | -6% | -5% | 2% | 30%[activator] | -1
O=C(COC(=O)Cn1cnc2ccccc21)Nc1cccc([N+](=O)[O-])c1 | -35% | -17% | 4% | 2% | 3% | -14% | 1% | 34% | -11
CC(C)CCN1CC(C(=O)NCc2ccccc2)CC1=O (stereo not given) | -47% | -6% | -1% | 0% | . | 1% | -2% | 18% | 9
Cc1ccccc1Nc1nc(N)nc(COC(=O)[C@@H](NC(=O)c2c(F)cccc2F)C(C)C)n1 | -7%[2.33 µM] | -2% | -18% | 5% | -2% | -3% | 5% | 24% | 0
Cc1ccc(NC2=NC3(CCCCC3)N=C(N)N2)c(C)c1 | -4%[12.7 µM] | -19% | -6% | 6% | -3% | -5% | 4% | -8% | -11
CCOc1ccc(CC(=O)N2CCN(c3ccc(N4CCOCC4)nn3)CC2)cc1OCC | -20%[59 µM] | -9% | 5% | 5% | i | -14% | 3% | 26% | 4
Cc1ncoc1C(=O)N1CCc2c([nH]c3ccccc23)C1c1ccccc1F (stereo not given) | 40µM* | ? | 1% | 50µM* | -1% | -18% | 0% | -13% | -3
CCCCNC(=O)Cn1c(=O)c2c(ncn2CC)n(Cc2ccccc2)c1=O | -6%[2.33 µM] | -5% | -20% | 2% | . | -17% | -2% | 45%[activator] | 8
Cc1ccc(C(=O)CNc2nc3c(c(=O)[nH]c(=O)n3C)n2Cc2ccccc2)cc1 | 48%[12.7 µM] | -13% | 8% | -8% | -8% | -18% | 8% | 20% | -4
Fc1ccccc1Cn1nnc2c(NCCc3ccccn3)ncnc21 | 12% | -6%[11.4 µM] | -17% | 0% | -7% | -1% | 1% | -3% | 4
O=C(c1scc2c1CCCC2)N1CCOCC1 | -41% | -5% | 6% | -1% | -4% | -12% | -9% | 19% | 1
Cc1nc(-c2nnc(SCC(=O)Nc3ccc(C(F)(F)F)cc3)n2C)cs1 | . | -5% | -1% | 1% | i | -15% | -2% | 7% | -3
Cc1oc(-c2cc(F)ccc2F)nc1CN1CCC(C(=O)N2CCOCC2)CC1 | 21% | -12% | 5% | -11% | -12% | -16% | 3% | 17% | -5
CC(C)Cc1ccc(C(C)C(=O)Nc2ccccc2O)cc1 (stereo not given) | . | -4% | ? | 3% | 8% | -17% | 1% | 11% | 2
CCC(NC(=O)NCCCn1ccnc1)(C(F)(F)F)C(F)(F)F | -3%[59 µM] | -2% | 1% | -7% | -4% | 4% | 0% | -6% | -19
C=CCOc1c(Br)cc(C2NC(=O)NC(C)=C2C(C)=O)cc1OCC (stereo not given) | 46%[59 µM] | -21% | -14% | -3% | -5% | -8% | 2% | 29% | 4
COC(=O)c1cc2c(cc1N)OCCO2 | 56µM* | -22% | 23% | ? | -5% | 7% | -6% | 21% | -1

# Structures from the list above that contain an aryl methoxy group (5):
compound | G9a inh | JMJD2A Tudor | GLS inhibitor | BAZ2B block | Tb PGK inh | Pol eta inh | Pin1 inhibitor | HP1b chromo inh | PI4K2A inh
COc1ccc2nc(N3CCN(C(=O)c4ccc([N+](=O)[O-])o4)CC3)sc2c1 | -39% | -23% | -1% | -3% | -13% | -2% | 0% | 27% | -1
COc1cc(OC)c2c(C)c(CC(=O)NCc3ccccc3OC)c(=O)oc2c1 | 6%[59 µM] | 1% | -14% | 5% | ? | 28µM* | 2% | 44%[activator] | 5
COc1ccc(C(F)(F)F)cc1N/C=C\c1nnnn1-c1ccc(C)cc1 | 11%[59 µM] | -1% | -15% | 7% | 0% | -7% | 11% | 44%[activator] | 1
COc1ccc(O)c(CN2CCCC(N3CCN(c4ccc(F)cc4)CC3)C2)c1 (stereo not given) | ? | -32% | 42%[activator] | ? | -1% | -5% | 0% | -4% | -3
COc1ccc(S(=O)(=O)N2CCOCC2)cc1NC(=O)CN1C(=O)NC2(CCC(C)CC2)C1=O (stereo not given) | . | . | -1% | . | -4% | -1% | . | . | -2

# Some values from the entries so far.
# In PI4K2A inh, CCC(NC(=O)NCCCn1ccnc1)(C(F)(F)F)C(F)(F)F is listed with -19
# In Pin1 inhibitor, Cc1ccc(NC2=NC3(CCCCC3)N=C(N)N2)c(C)c1 is listed with 4%

# Screening results deposited in PubChem by National Center for Advancing Translational Sciences (NCATS).
